Assay outcomes: PubChem, National Center for Advancing Translational Sciences (NCATS)
RECQ1 inh: RECQ1 (human) helicase inhibition. P46063. RECQ1 DNA unwinding, red fluorescence kinetic read. Potency, µM (series often up to 57.3 µM), for the others: at the highest dose activity, negative = inhibition, actives largely listed as inhibitors. 0.54% of 240,000 active. AID 2549;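 also: plate controls were vehicle for no effect and no enzyme for full effect; nearly all actives have a fitted effect of over 30% in size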
Target sequence (P46063 whole entry, looked up): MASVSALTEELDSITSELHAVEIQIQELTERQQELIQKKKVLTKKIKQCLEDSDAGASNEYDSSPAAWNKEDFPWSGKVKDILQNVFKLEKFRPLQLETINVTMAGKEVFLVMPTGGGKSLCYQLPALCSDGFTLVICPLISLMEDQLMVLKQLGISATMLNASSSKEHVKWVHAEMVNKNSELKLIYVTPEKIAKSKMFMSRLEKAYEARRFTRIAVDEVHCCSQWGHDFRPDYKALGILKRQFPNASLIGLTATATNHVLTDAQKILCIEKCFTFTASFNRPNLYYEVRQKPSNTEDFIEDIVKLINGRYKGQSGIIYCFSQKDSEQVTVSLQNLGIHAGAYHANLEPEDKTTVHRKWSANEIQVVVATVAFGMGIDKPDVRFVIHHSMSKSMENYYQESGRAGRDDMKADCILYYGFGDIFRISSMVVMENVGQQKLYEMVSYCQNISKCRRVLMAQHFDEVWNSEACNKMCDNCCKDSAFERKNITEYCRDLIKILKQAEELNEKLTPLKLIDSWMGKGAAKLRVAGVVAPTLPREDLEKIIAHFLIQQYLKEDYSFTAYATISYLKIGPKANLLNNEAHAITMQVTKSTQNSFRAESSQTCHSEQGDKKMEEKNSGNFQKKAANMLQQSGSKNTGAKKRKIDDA
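50 nM RECQ1T1 preincubated 15 min with compound in Tris pH 8.0 buffer with MgCl2, DTT, Tween-20 and 2.5 ug/ml poly(dI-dC); started with 200 nM TAMRA/BHQ-2 forked duplex and 2 mM ATP. Unwinding read as fluorescence (525/598 nm), two reads 2 h apart.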
TR SRC2 fluor cs: Texas Red fluorescence interference in TRb-SRC2 counter-screen; TRb/SRC2 Texas Red total fluorescence interference; Potency, µM (doses to about 106 µM), for inactives: at the highest dose fluorescence change, negative = quenching; 0.29% of 280,000 active; active = well fitted curve in either direction with a large enough effect; inconclusive = small, poorly fitted or top-dose-only effect
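Human TRβ ligand-binding domain (0.6 uM) and Texas Red SRC2 peptide (20 nM) in Tris buffer with 1 uM T3 and 5% DMSO were incubated with pinned compound for 5 hr at ambient temperature. Total fluorescence was computed as S + 2P (555/632 nm).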
JMJD2E inh: inhibitors of human JMJD2E histone demethylase | Potency, µM (top dose mostly 57.1 µM), for inactives: at the top dose activity change, negative = inhibition, usual class: inhibitors | B2RXH2 | 1.6% of 230,000 active | JMJD2E catalytic domain, FDH-coupled NADH fluorescence (FDH is formaldehyde dehydrogenase); active = well fitted inhibition curve with a large enough effect, not every such curve was filed as active; inconclusive = small, poorly fitted or top-dose-only effect, or another doubt; inactive = no such curve, though single readings can be large or run the other way;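 also: 0% = wells with enzyme and -100% = buffer wells without enzyme; nearly all actives have a fitted effect of over 50% in size; many of its hits are not listed in these tables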
TRb SRC2 PPI: inhibitors of human thyroid hormone receptor beta-SRC2 interaction | Potency, µM (series often up to 106 µM), for inactives: at the top dose activity change, negative = inhibition, most hits filed as inhibitors | P10828 | 0.065% of 280,000 active | TRbeta-SRC2 peptide binding, fluorescence polarization; receptor liganded with 1 µM T3;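 also: plate controls were bound peptide for no effect and peptide without receptor for full effect; nearly all actives have a fitted effect of over 50% in size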
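Human TRb ligand-binding domain (0.6 uM) is mixed with 20 nM Texas Red SRC2 peptide and 1 uM T3; after compound addition and 5 hr at ambient temperature, polarization is measured and normalized to unbound and bound controls.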
Tau fibril FP: blocks human tau fibril formation measured by polarization; P10636; K18 P301L tau heparin fibrillization, Alexa594 FP, 6 h; Potency, µM (top dose mostly 57.7 µM), without a hit: at the top dose activity, negative = inhibition, most hits filed as inhibitors; 0.39% of 280,000 active; also: nearly all actives have a fitted effect of over 55% in size
Target sequence (P10636 561-689 P618L limits assumed): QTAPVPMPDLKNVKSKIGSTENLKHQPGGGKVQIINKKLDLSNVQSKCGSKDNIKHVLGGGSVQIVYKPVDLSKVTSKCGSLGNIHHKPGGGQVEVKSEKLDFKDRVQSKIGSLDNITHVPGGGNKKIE
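Recombinant K18 P301L […], labeled with Alexa 594 at 0.24 uM over 15 uM unlabeled; heparin inducer 20 uM final; 37 C, 6 hr; FP endpoint.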
Tau ThT inhib: inhibitors of human tau fibril formation, thioflavin T binding. AID 1460. Potency, µM (titrated, usually from 57.4 µM), inactives show top-dose activity, negative = inhibition, most hits filed as inhibitors. P10636. 2.1% of 270,000 active. recombinant tau K18 P301L, heparin-induced fibrillization, ThT fluorescence; also: nearly all actives have a fitted effect of over 55% in size
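ThT emission at 510 nm, taken 1 hr after adding 30 uM dye, quantifies aggregates formed when 20 uM heparin acts on human tau K18 P301L for 6 hr at 37 C.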
L3MBTL1 block: inhibitors of human L3MBTL1. AlphaScreen L3MBTL1–H3K9me1 peptide binding. AID 485360. 0.66% of 230,000 active. Potency, µM (titrated, usually from 57.1 µM), without a hit: at the top dose activity, negative = inhibition, hits mostly inhibitors. Q9Y468; also: nearly all actives have a fitted effect of over 60% in size
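First, the protein-peptide complex forms for 30 min at room temperature (L3MBTL1 50 nM, biotinylated H3K9me1 peptide 75 nM). Next, compounds are pin-transferred and incubated 30 min. Finally, AlphaScreen beads are added and read after 30 min.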
RGS12 GoLoco inh: inhibitors of human Gai1-RGS12 GoLoco interaction (red fluorophore); P63096; Gai1:RGS12 GoLoco peptide FP, rhodamine, 10 min; Potency, µM (doses to about 61.6 µM), for the others: at the highest dose activity, negative = inhibition, hits mostly inhibitors; 0.44% of 230,000 active; active = well fitted inhibition curve with a large enough effect, not every such curve was filed as active; inactive = no such curve, though single readings can be large or run the other way; also: nearly all actives have a fitted effect of over 30% in size; many of its hits are not listed in these tables
The depositor's hits bear a star; i = inactive; ? = inconclusive; . = no result given; [ ] = dose if it differs, or a comment. Unless noted, calls follow the shape of the dose curve; as a rule, active = well fitted curve in the direction sought with a large enough effect; inconclusive = small, poorly fitted or top-dose-only effect, or another doubt; inactive = no such curve, though single readings can be large; an effect the other way counts as inactive or inconclusive. Unless noted, % is scaled to controls: 0 for no effect and ±100 for the full control effect; potency is read from the fitted curve at half-maximal effect. A portion of the library; rates above refer to the full screens.

entry	SMILES	RECQ1 inh	TR SRC2 fluor cs	JMJD2E inh	TRb SRC2 PPI
1	Cc1ccccc1NC(=O)C1c2cccc[n+]2CC(=O)N1c1c(C)cccc1C (centres undefined)	i	5%	?	-13%
2	CCCCn1c2c(c(=O)n(C)c1=O)C(CC(=O)OCC(=O)Nc1cccc(C(F)(F)F)c1)C(=O)N2 (centres undefined)	-2%	-1%	0%	6%
3	COC(=O)CSc1nc(NC(C)(C)C)nc(N(C)C)n1	-14%	-3%	-1%	6%
4	O=C(Oc1cccc2cccnc12)c1cccc(N2C(=O)C3C4CCC(C4)C3C2=O)c1 (centres undefined)	-7%	-5%	?	1%
5	COc1ccc(/C=N/NC(=O)c2cccnc2)cc1CN1CCc2cc(OC)c(OC)cc2C1C (centres undefined)	5%	0%	-12%	2%
6	COc1ccc(N(CC(=O)N2CCN(C)CC2)S(=O)(=O)c2ccccc2)cc1OC	-8%	-2%	1%	1%
7	CC1(C)COC2(OC1)C(=O)Nc1ccccc12	1%	2%	-2%	-7%
8	Cc1cccc(N(C(=O)c2ccc(CN3CCOCC3)o2)C(C(=O)NC2CCCCC2)c2ccc(F)cc2)c1 (centres undefined)	-2%	-2%	-5%	-10%

entry	Tau fibril FP	Tau ThT inhib	L3MBTL1 block	RGS12 GoLoco inh
1	-10%	?	-1%	-15%
2	4%	?	0%	5%
3	2%	-2%	-15%	5%
4	-9%	-22%	?	-5%
5	0%	-9%	.	9%
6	2%	-3%	9%	-3%
7	0%	-8%	0%	-4%
8	2%	-4%	-1%	10%

The list goes on:
entry	SMILES	RECQ1 inh	TR SRC2 fluor cs	JMJD2E inh	TRb SRC2 PPI
9	C=CCNC(=S)N1CCN(CCN=Cc2c(C)[nH]n(-c3ccc([N+](=O)[O-])cc3)c2=O)CC1	15%	-4%	-13%	-4%
10	COc1ccc(C)cc1NC(=O)C(Sc1nnc(-c2cccs2)o1)c1ccccc1 (centres undefined)	-5%	0%	-15%	-5%
11	CCOC(=O)C(C)n1cnc2c(nnn2-c2cccc(Cl)c2)c1=O (centres undefined)	i	0%	-4%	-15%
12	Nc1ccc2nc(CCCO)[nH]c2c1	18%	-3%	-17%	8%
13	CCN1C(C(=O)c2ccccc2)=C(OC(=O)c2ccc(Cl)cc2)c2ccccc2S1(=O)=O	.	9%	.	-2%
14	O=C(Nc1cccc2c1CCCC2)C1CCN(c2nnnn2-c2ccccc2)CC1	-2%	-4%	12%	-2%
15	Cc1cc(-c2nnc(CCC(=O)N(CC3CC3)CC3CCCO3)o2)no1 (centres undefined)	i	0%	1%	-2%
16	Nc1nonc1-c1nc2ccccc2n1CC(=O)N/N=C/c1ccc(-c2cccc(C(=O)O)c2)o1	-21%	-1%	?	-1%

entry	Tau fibril FP	Tau ThT inhib	L3MBTL1 block	RGS12 GoLoco inh
9	3%	?	-2%	17%
10	?	-14%	3%	0%
11	4%	-8%	.	-23%
12	-7%	.	.	13%
13	10%	?	.	.
14	-4%	-14%	-1%	1%
15	-4%	0%	8%	0%
16	-11%	?	?	-27%

Overlap with the part before: 4 compounds, followed by the next part.
entry	SMILES	RECQ1 inh	TR SRC2 fluor cs	JMJD2E inh	TRb SRC2 PPI
13	CCN1C(C(=O)c2ccccc2)=C(OC(=O)c2ccc(Cl)cc2)c2ccccc2S1(=O)=O	.	9%	.	-2%
14	O=C(Nc1cccc2c1CCCC2)C1CCN(c2nnnn2-c2ccccc2)CC1	-2%	-4%	12%	-2%
15	Cc1cc(-c2nnc(CCC(=O)N(CC3CC3)CC3CCCO3)o2)no1 (centres undefined)	i	0%	1%	-2%
16	Nc1nonc1-c1nc2ccccc2n1CC(=O)N/N=C/c1ccc(-c2cccc(C(=O)O)c2)o1	-21%	-1%	?	-1%
17	CN(c1c[nH]c(=O)[nH]c1=O)C1CCCCC1	-5%	-1%	4%	1%
18	CCOc1ccc(-c2nc(C#N)c(NC3CC3)o2)cc1	3%	0%	?	-7%
19	CC(C)(C)N=C1SCC(C)(/C=N/O)S1 (centres undefined)	-4%	1%	0%	-4%
20	CSc1sc(C)cc1/C=N/O	5%	1%	13%	-1%
21	CCOC(=O)c1ccc(NC(=O)/C(C#N)=C/c2ccc(OC)cc2)cc1	.	4%	.	-6%
22	CC(C)(C)NC(=O)CN(Cc1cccs1)C(=O)c1csnn1	-17%	0%	2%	-1%
23	O=C(NNc1ccccc1Br)C(O)(c1cccc(C(F)(F)F)c1)c1cccc(C(F)(F)F)c1	-11%	-1%	-13%	-4%
24	Cc1cc(=O)[nH]c(NCCO)n1	i	-4%	1%	-2%

entry	Tau fibril FP	Tau ThT inhib	L3MBTL1 block	RGS12 GoLoco inh
13	10%	?	.	.
14	-4%	-14%	-1%	1%
15	-4%	0%	8%	0%
16	-11%	?	?	-27%
17	1%	-2%	-5%	1%
18	17%	?	-14%	-8%
19	?	25µM*	0%	5%
20	-1%	-13%	2%	1%
21	6%	?	.	.
22	-4%	-14%	9%	3%
23	?	1%	-2%	10%
24	-5%	-1%	14%	-2%

Following part:
entry	SMILES	RECQ1 inh	TR SRC2 fluor cs	JMJD2E inh	TRb SRC2 PPI
25	CCCNc1ccc(C(=O)OCC)cc1[N+](=O)[O-]	-4%	-1%	-4%	1%
26	COc1ccccc1C(=O)Nc1nnc(-c2ccco2)s1	-13%	-10%	?	-4%
27	CCCN(C(=O)Cn1ncc2c([nH]c3ccccc32)c1=O)c1ccc(F)cc1	.	?	.	-6%
28	COc1ccc(C(=O)c2ccc(OC)c(Br)c2)cc1Br	-14%	-3%	8%	-1%
29	O=C(NC1CCN(Cc2ccccc2)CC1)C12CC3CC(CC(C3)C1)C2	-2%	-2%	-4%	-12%
30	CCN1CC(CN(C)Cc2cn(-c3ccc(C)cc3)nc2-c2cccc(C)c2)CC1=O (centres undefined)	-14%	-3%	-28%	-7%
31	O=C(CC(=O)c1cc(Cl)ccc1O)c1ccccc1	-12%	-2%	-26%	10%
32	Cc1ccc(Cn2c(NCCc3ccccc3)nc3c2c(=O)n(C)c(=O)n3C)cc1	-7%	3%	1%	2%

entry	Tau fibril FP	Tau ThT inhib	L3MBTL1 block	RGS12 GoLoco inh
25	0%	?	.	4%
26	-3%	-20%	.	6%
27	1%	3%	.	.
28	-14%	-17%	7%	0%
29	-8%	-4%	0%	9%
30	3%	-16%	-12%	18%
31	-15%	?	-5%	1%
32	13%	-8%	-3%[11.4 µM]	3%

Along the list, as entered above.
TR SRC2 fluor cs, entries 25–32: -1%, -10%, ?, -3%, -2%, -3%, -2%, 3%

(listing goes on)
entry	SMILES	RECQ1 inh	TR SRC2 fluor cs	JMJD2E inh	TRb SRC2 PPI
33	c1ccc2c(N3CCCCC3)nc(N3CCCC3)nc2c1	-5%	1%	-14%	-14%
34	CCC(=O)N(CC(=O)Nc1sc(C)c(C)c1C(N)=O)C1CCCCC1	0%	4%	1%	3%
35	CC(C)C1CC(CCNCc2ccc(N(C)C)cc2)(c2ccccc2)CCO1 (centres undefined)	-4%	-2%	4%	-2%
36	COc1ccc(C)cc1S(=O)(=O)Nc1cccc(-c2ccc(N3CCC(C)CC3)nn2)c1	.	-2%	.	3%
37	CC(Nc1cc(=O)n(C)c(=O)[nH]1)c1ccccc1 (centres undefined)	i	4%	-1%	0%
38	N#Cc1c(SC(C(=O)O)c2ccccc2)nc2c(c1-c1cccs1)CCCC2 (centres undefined)	-8%	-1%	-2%	2%
39	Cc1ccc(C)c(NS(=O)(=O)c2c(C)ccc3nsnc23)c1	i	1%	3%	-16%
40	CCOc1ccc(NC(=O)/C(C#N)=C/c2ccc(N3CCCC3)c(C)c2)cc1	4%	0%	-5%	-4%

entry	Tau fibril FP	Tau ThT inhib	L3MBTL1 block	RGS12 GoLoco inh
33	4%	7%	12%	6%
34	2%	-11%	-5%	0%
35	2%	-18%	-30%	-11%
36	-10%	-1%	.	.
37	6%	-3%	-2%[11.4 µM]	5%
38	-8%	-17%	-5%	4%
39	-1%	-2%	-3%	7%
40	5%	3%	-16%	110%[activator]

Further entries
entry	SMILES	RECQ1 inh	TR SRC2 fluor cs	JMJD2E inh	TRb SRC2 PPI
41	CCOc1ccccc1Nc1ncnc2ccccc12	0%	-8%	-14%	-4%
42	CC(C)(C)C(=O)OC/C(N)=N/OC(=O)c1ccc(Cl)c(Cl)c1	0%	1%	5%	3%
43	O=C(CS(=O)(=O)Cc1ccccc1)Nc1cccnc1	-5%	0%	9%	-2%
44	COc1ccc(NC(=O)Nc2nnc(-c3ccccc3F)s2)cc1	i	-2%	-9%	-2%
45	COc1c(F)c(F)c(C(=O)O)c(Nc2ccccc2)c1F	i	-2%	5%	-3%
46	O=c1[nH][nH]cc1C=Nc1ccccc1O	-4%	-3%	25µM*	-4%
47	O=C(COC(=O)C1COc2ccccc2O1)NC1CCS(=O)(=O)C1 (centres undefined)	i	-3%	18%	-10%
48	Cc1csc(NC(=O)c2cccn2C)n1	-10%	-4%	1%	-3%
49	COc1ccc(NC(C)=O)cc1S(=O)(=O)Nc1ccc2c(c1)OCCO2	19%	-6%	0%	2%
50	NS(=O)(=O)c1ccc(CNC(=O)c2ccc(Cl)cc2[N+](=O)[O-])cc1	-1%	-1%	9%	4%
51	O=C(Nc1cccc(C(=O)OCc2cc(=O)n3c4c(sc3n2)CCCC4)c1)c1cccc(F)c1	.	-3%	.	0%

entry	Tau fibril FP	Tau ThT inhib	L3MBTL1 block	RGS12 GoLoco inh
41	5%	2%	1%[11.4 µM]	2%
42	-4%	0%	22%	4%
43	-3%	-2%	6%	-12%
44	9%	0%	10%	-7%
45	5%	-1%	9%	3%
46	3%	-12%	-28%	10%
47	-9%	-7%	.	0%
48	-4%	-7%	-6%	7%
49	1%	12%	-9%	16%
50	0%	2%	8%	3%
51	?	?	.	.
